KB-3-1 tox: kills parental KB-3-1 adenocarcinoma cells | hit rate 1.4% among 400,000 | KB-3-1 viability, CellTiter-Glo ATP luminescence, 72 h | Potency, µM (series often up to 46.1 µM), without a hit: at the highest dose activity change, negative = cytotoxic, most hits filed as cytotoxic | AID 1347075; note: potency is the fitted concentration of half-maximal effect; % is set by controls: 0 for no effect and ±100 for the full control effect; nearly all actives have a fitted effect of over 60% in size
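KB-3-1 cells, DMEM (no phenol red) + 10% FBS; compound by pin transfer, 72 h, 37 °C. Readout: CellTiter-Glo luminescence after 10 min. Data normalized, curve-fitted.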
S2 tox: reduces viability in counter-screen for ATXN expression inhibitors. S2 cells (HEK-293 line with an ATXN2-luciferase reporter) viability, CellTiter-Fluor protease fluorescence, 24 h. Potency, µM (doses to about 56.7 µM), most hits filed as cytotoxic. hit rate 0.49% among 400,000; note: potency is the fitted concentration of half-maximal effect; nearly all actives have a fitted effect of over 40% in size
HT1080NT lethal: kills 2HG-producing HT-1080-NT fibrosarcoma cells. HT-1080-NT fibrosarcoma viability, CellTiter-Glo ATP luminescence, 48 h. Potency, µM (titrated, usually from 46.1 µM), for inactives: top-dose activity, negative = less viability, hits mostly cytotoxic. hit rate 1.6% among 360,000;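 note: NT is the 2HG producing partner of a matched IDH1 knockdown line; potency is the fitted concentration of half-maximal effect; 0% = DMSO-treated cells and -100% = media-only wells without cells; nearly all actives have a fitted effect of over 55% in size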
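HT-1080-NT fibrosarcoma cells (2HG-overproducing), 750 cells/well in RPMI with 5% FBS, dosed after 2 h and incubated 48 h at 37C. CellTiter-Glo luminescence normalized to DMSO and no-cell wells; concentration-response curves fitted and classed.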
HT1080 IDH1KD tx: HT-1080 IDH1 knockdown cell toxicity (counter line) | Potency, µM (series often up to 46.1 µM), inactives show top-dose activity, negative = toxicity, hits mostly cytotoxic | HT-1080 IDH1 knockdown viability, ATP luminescence, 48 h | hit rate 2% among 360,000;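 note: potency is the fitted concentration of half-maximal effect; 0% = DMSO wells and -100% = cell-free medium wells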
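After a 2 h attachment period, IDH1KD HT-1080 cells took pin-transferred compound for 48 h at 37 °C; ATP-based luminescence after 10 min room-temperature reagent incubation reported viability.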
SW480 rerep: DNA re-replication induction in SW480 cells; AID 624297; Potency, µM (highest dose often 46.1 µM), for inactives: at the highest dose re-replication activation, usual class: activators; hit rate 1.8% among 340,000; SW480 DNA re-replication, Hoechst DNA content imaging, 48 h; note: potency is the fitted concentration of half-maximal effect; % of control where 0% means no effect; nearly all actives have a fitted effect of over 55% in size
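Cells (250 per well) received 23 nL compound or DMSO by pin tool and were kept 48 hr at 37 C, 5% CO2. Nuclei were then stained with Hoechst for 40 min and scanned for DNA content.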
IL1B secr inh: inhibitors of inflammasome signaling (IL-1 beta secretion); THP-1 LPS/ATP IL-1B secretion, AlphaLISA, 16 h; stronger effect = lower value; activity change, % at 57.5 µM; hit rate 4.7% among 360,000; AID 743279; in the data active = activity change below about -50%; inconclusive = mostly about -30% to -49%; note: % is set by controls: 0 for no effect and ±100 for the full control effect
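Secreted IL-1B measured by AlphaLISA bead assay after 16 h compound exposure of THP-1 cells; compounds (final up to 57.5 uM) added 1 h before LPS (250 ng/mL) and ATP (1.25 mM) stimulation; lower signal means less secretion.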
ATXN2 expr inh: reduces ATXN2 reporter expression in HEK-293 cells | HEK-293 ATXN2-luciferase reporter, luminescence, 24 h | AID 1745845 | hit rate 0.72% among 360,000 | Potency, µM (top dose mostly 57 µM), for inactives: top-dose activity change, negative = inhibition, actives largely listed as inhibitors; note: potency is the fitted concentration of half-maximal effect; % is set by controls: 0 for no effect and ±100 for the full control effect; nearly all actives have a fitted effect of over 55% in size
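ATXN2-luciferase reporter cells (luciferase flanked by upstream and downstream ATXN2 gene portions) were treated 24 h at 37 °C with compounds at up to 57 uM. SteadyGlo luminescence gave expression; GF-AFC fluorescence gave viability.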
MCF10A rereplic: induces DNA re-replication in MCF 10a normal breast cells; MCF 10A DNA re-replication, Hoechst nuclear intensity, 48 h; Potency, µM (titrated, usually from 46.1 µM), inactives show at the top dose activity, positive = re-replication, actives largely listed as activators; hit rate 2.9% among 350,000; AID 624296; note: potency is the fitted concentration of half-maximal effect; % of control where 0% means no effect; nearly all actives have a fitted effect of over 50% in size
KB-V1 cytotox: KB-V1 MDR subline cytotoxicity. Potency, µM (titrated, usually from 46.1 µM), for inactives: at the top dose activity change, negative = cytotoxicity, usual class: cytotoxic. hit rate 3.4% among 400,000. AID 1347076. KB-V1 MDR cells viability, CellTiter-Glo, 72 h; note: potency is the fitted concentration of half-maximal effect; % is set by controls: 0 for no effect and ±100 for the full control effect; nearly all actives have a fitted effect of over 60% in size
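qHTS viability screen in drug-selected KB-V1 MDR cells: 72 h compound treatment at 37 degrees C, ATP luminescence end point.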
* marks the source's active call; other numbers are inactive results; i = inactive; ? = inconclusive; . = no result given; & = joins results of further samples; [ ] = another dose, or the depositor's remark. Unless noted, calls come from the whole dose curve; as a rule, active = well fitted curve in the direction sought with a large enough effect; inconclusive = small, poorly fitted or top-dose-only effect, or another doubt; inactive = no such curve, though single readings can be large; an effect the other way counts as inactive or inconclusive.

SMILES	KB-3-1 tox	S2 tox	HT1080NT lethal	HT1080 IDH1KD tx	SW480 rerep	IL1B secr inh	ATXN2 expr inh	MCF10A rereplic	KB-V1 cytotox
COc1ccc(N(CC(=O)NCc2ccco2)C(=O)CCC(=O)Nc2nccs2)c(OC)c1	0%	i	-19%	-1%	-12%	-25	-5%	-18%	-9%
COc1ccc(CC(O)COS(N)(=O)=O)cc1 (stereo not given)	0%	i	8%	8%	-29%	8	6%	4%	-13%
CC(C)(C)c1nnc(NC(=O)CN2C(=O)C3C4C=CC(C4)C3C2=O)s1 (stereo not given)	-12%	i	-1%	1%	-2%	6	3%	?	?
CCCN(C(=O)Nc1cn(CC(C)C)c(=O)c2ccccc12)c1ccc(F)cc1	4%	i	.	.	.	.	1%	.	?
CCCC(=O)N1CCc2cc(-c3nc(N)sc3C)ccc21	2%	i	9%	5%	-5%	?	44%[activator]	1%	-7%
O=C(Nc1cccc(Cl)c1)N1CCN(C/C=C/c2ccccc2)CC1	-5%	.	-17%	-16%	-7%	-51*	.	1%	?
O=C(O)c1c[nH]c2ccc(F)cc2c1=O	0%	i	-1%	10%	-2%	-5	1%	-2%	-8%
Cn1c(SCC(=O)Nc2ccccc2)nnc1-c1ccc(NC(=O)CCc2ccccc2)cc1	?	?	-13%	-6%	2%	12	-35%	2%	11%&27%
CCOC(=O)c1sc2nc(NC(=O)C3CC3)sc2c1C	2%	i	-2%	0%	-4%	7	-18%	1%	7%
FC(F)(F)C1CCCN(c2nsc3ccccc23)C1 (stereo not given)	1%	i	-12%	-6%	?	-76*	-33%	?	15%
COc1ccc(CNS(=O)(=O)c2cc3c(cc2C)n(C)c(=O)c(=O)n3C)cc1	-8%	i	.	.	.	.	6%	.	0%
Cc1ccc(-c2ccc(/C=C(\C#N)C(N)=S)o2)c([N+](=O)[O-])c1	9%	i	-5%	-11%	?	?	-7%	2%	-15%
Cc1cc(C)c2c(n1)sc1c(=O)[nH]c(SCc3ccccc3)nc12	-13%	i	13%	14%	-12%	40	7%	0%	-1%
C[C@H](CO)N1C[C@H](C)[C@@H](CN(C)Cc2cccc3c2OCCCO3)OCc2cnnn2CCCC1=O	4%	i	-1%	-3%	.	-1	1%	.	5%
CN1C(=O)N(C)C2(c3ccccc3)NNC(N)=NC12c1ccccc1 (stereo not given)	13%	i	8%	26%	-8%	27	-5%	-1%	5%
CC(C)OCCCn1c(NN)nc2ccccc2c1=O	0%	.	5%	28%	?	0	-13%	-56%[inhibitor]	?
Cc1nc2ccccn2c1C(=O)NNS(=O)(=O)c1ccc(Cl)cc1	-4%	i	-2%	-2%	-3%	-4	-20%	7%	0%
COc1ccccc1C1N(c2ccc(F)cc2)C(=O)C2CCCN21 (stereo not given)	7%	i	-4%	0%	0%	10	-6%	6%	24%
Cc1ccc(C(=O)Cn2nnc(-c3cccs3)n2)cc1	6%	i	4%	2%	-1%	-12	2%	-2%	-11%
COc1ccccc1N1CCN(Cc2cc(=O)oc3cc(C)ccc23)CC1	0%	i	2%	-4%	.	?	-11%	.	-11%
CCOC(=O)C1C(=O)NC(SCC(=O)OC)=C(C#N)C1c1ccccc1OCC (stereo not given)	13%	i	1%	-2%	-7%	14	-11%	-1%	?
CCOc1ccc(-n2c(N)c(-c3nc4ccccc4[nH]3)sc2=S)cc1	16%	i	?	?	4%	5	-4%	18%	4%
CCCc1cc(=O)[nH]c(SCC(=O)Nc2sc3c(c2C#N)CCC(C)C3)n1 (stereo not given)	-24%	i	-11%	-19%	-6%	12	0%	?	7%
COc1ccc(C2(CNC(C)=O)CCCC2)cc1OC	-2%	i	2%	6%	-2%	36	12%	-1%	-14%
Cc1ccc(N(CC(=O)N2CCN(c3ccc(Cl)cc3)CC2)S(=O)(=O)c2c(C)nn(C)c2C)cc1	-2%	i	.	.	.	.	2%	.	-15%

Entries from the list above with two or more sulfur atoms, in the order listed:
SMILES	KB-3-1 tox	S2 tox	HT1080NT lethal	HT1080 IDH1KD tx	SW480 rerep	IL1B secr inh	ATXN2 expr inh	MCF10A rereplic	KB-V1 cytotox
CCOC(=O)c1sc2nc(NC(=O)C3CC3)sc2c1C	2%	i	-2%	0%	-4%	7	-18%	1%	7%
Cc1cc(C)c2c(n1)sc1c(=O)[nH]c(SCc3ccccc3)nc12	-13%	i	13%	14%	-12%	40	7%	0%	-1%
CCOc1ccc(-n2c(N)c(-c3nc4ccccc4[nH]3)sc2=S)cc1	16%	i	?	?	4%	5	-4%	18%	4%
CCCc1cc(=O)[nH]c(SCC(=O)Nc2sc3c(c2C#N)CCC(C)C3)n1 (stereo not given)	-24%	i	-11%	-19%	-6%	12	0%	?	7%

A draw from above in order of molecular weight, rising:
SMILES	KB-3-1 tox	S2 tox	HT1080NT lethal	HT1080 IDH1KD tx	SW480 rerep	IL1B secr inh	ATXN2 expr inh	MCF10A rereplic	KB-V1 cytotox
CCCC(=O)N1CCc2cc(-c3nc(N)sc3C)ccc21	2%	i	9%	5%	-5%	?	44%[activator]	1%	-7%
Cc1ccc(-c2ccc(/C=C(\C#N)C(N)=S)o2)c([N+](=O)[O-])c1	9%	i	-5%	-11%	?	?	-7%	2%	-15%
CCOC(=O)C1C(=O)NC(SCC(=O)OC)=C(C#N)C1c1ccccc1OCC (stereo not given)	13%	i	1%	-2%	-7%	14	-11%	-1%	?

Only KB-V1 cytotox and IL1B secr inh, for some of the entries so far:
SMILES	KB-V1 cytotox	IL1B secr inh
COc1ccc(CC(O)COS(N)(=O)=O)cc1 (stereo not given)	-13%	8
CC(C)(C)c1nnc(NC(=O)CN2C(=O)C3C4C=CC(C4)C3C2=O)s1 (stereo not given)	?	6
CCCN(C(=O)Nc1cn(CC(C)C)c(=O)c2ccccc12)c1ccc(F)cc1	?	.
CCCC(=O)N1CCc2cc(-c3nc(N)sc3C)ccc21	-7%	?
O=C(Nc1cccc(Cl)c1)N1CCN(C/C=C/c2ccccc2)CC1	?	-51*
O=C(O)c1c[nH]c2ccc(F)cc2c1=O	-8%	-5

Further compounds follow:
SMILES	KB-3-1 tox	S2 tox	HT1080NT lethal	HT1080 IDH1KD tx	SW480 rerep	IL1B secr inh	ATXN2 expr inh	MCF10A rereplic	KB-V1 cytotox
O=C(COC(=O)/C=C/c1ccccc1[N+](=O)[O-])Nc1ccc(OCc2ccccc2)cc1	4%	i	3%	-3%	-2%	4	2%	3%	12%
CC(C)C[C@H]1CNC(=O)C(=O)N1C[C@@H]1CCCN1C[C@H](CC(C)C)N1C[C@H](Cc2ccccc2)N(CCc2ccccc2)C(=O)C1=O	?	i	-13%	8%	.	-6	11%	.	-29%
Cc1ccc(N2C(S)=C(C#N)C(=O)NC23CCCCC3)cc1	23%	i	1%	7%	?	-12	18%	?	?
O=C1/C(=C/c2cccnc2)SC(=S)N1NS(=O)(=O)c1ccccc1	3%	i	-11%	1%	-4%	28	-5%	-14%	0%
Cc1ccc(-c2cc(NC(=O)C(C)Oc3ccc(C)c(C)c3)on2)cc1 (stereo not given)	-10%	i	.	.	.	.	-6%	.	7%
CC1C(=O)N(Cc2cn(CCC3OCCO3)nn2)CCS(=O)(=O)N1Cc1ccc(-c2ccccc2)cc1 (stereo not given)	-3%	i	-4%	4%	.	67	-17%	.	7%
COc1cccc(CSC(C(=O)O)c2ccccc2)c1 (stereo not given)	-8%	i	10%	15%	.	15	.	.	3%
CCOc1ccccc1N1CCN(C(=S)NCc2ccc(Cl)cc2)CC1	-7%	?	-2%	-9%	-2%	?	-5%	10%	-9%
COc1ccc(CCNC(=O)c2c(O)nc3c(C)cccn3c2=O)cc1OC	-18%	i	.	.	.	.	-9%	.	6.5µM*
CCOc1ccc(-c2cccc(NS(=O)(=O)c3cc([N+](=O)[O-])ccc3Cl)c2)nn1	-6%	i	0%	-10%	-2%	-23	9%	23%	-5%
O=C(CSc1ncnc2ccccc12)c1ccc2c(c1)OCCO2	-8%	i	?	-27%	-3%	-30	26%	?	?
CCc1ccc2oc(-c3cc(N)cc(C)c3O)nc2c1	19%	i	?	-27%	15%	?	54%[activator]	?	-12%
COc1ccc2[nH]c3c(c2c1)CCN1C(=O)N([C@@H](C)C(=O)NCc2ccc(F)cc2)C(=O)[C@]31C	0%	i	-1%	0%	11%	-13	-4%	-3%	5%
C[C@H](NC(=O)c1nc[nH]c1C(=O)NCc1ccc(CNC(=O)OC(C)(C)C)cc1)C(=O)OCc1ccccc1	0%	.	-9%	0%	-16%	-6	?	?	-7%
N#Cc1ccccc1CN1C(=O)S/C(=C/c2cccn2-c2ccc(C(=O)O)cc2)C1=O	15%	?	9%	3%	-3%	5	-11%	-2%	11%
Nc1ccc2nc(N3CCOCC3)sc2c1	3%	i	-5%	-1%	0%	-2	.	-1%	2%
O=C(c1ccc(F)cc1)N1CCN(Cc2ccccc2Br)CC1	-2%	i	2%	2%	-1%	?	-5%	20%	-14%
CC(NC(=S)NC1CCCCC1)c1ccc(C(C)(C)C)cc1 (stereo not given)	?	i	-27%	23µM*	29%	-20	?	5.8µM*	12µM*
COC(=O)CSc1ccc(-c2nc3ccc(C)cc3[nH]2)cn1	-12%	i	-1%	14%	-2%	-90*	7%	?	-11%
CCCCn1c(N)c(N(CC)C(=O)c2ccc(N(C)S(=O)(=O)c3ccc(C)cc3)cc2)c(=O)[nH]c1=O	-3%	i	-1%	6%	-67%[inhibitor]	-17	3%	8%	12%
O=C(CN(c1ccccn1)S(=O)(=O)c1ccccc1)Nc1ccccc1	1%	i	7%	5%	-3%	7	.	-3%	32%
O=C(CCC(=O)N1CCN(S(=O)(=O)c2ccccc2)CC1)c1ccc(Br)cc1	.	i	0%	1%	11%	?	1%	-21%	.

High-throughput results: PubChem, National Center for Advancing Translational Sciences (NCATS)
